From PubChem
Shn3 inh set2 – reduces Shn3 3'UTR luciferase signal in osteoblasts. inhibition, % at 12.5 µM. AID 588674. Clone20 osteoblast Shn3 3'UTR firefly luciferase, 24 h. hit rate 0.52% among 360,000;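 active = mean inhibition of at least 75% with every replicate also reaching 75%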;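 also: 0% = median of neutral control wells and 100% = pilot-screen positive control compound; some compounds past the cut are filed as inactive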
NR2E3 ag-1 – activates human NR2E3 receptor. CHO-S Gal4-NCOR/VP16-NR2E3 two-hybrid, luciferase. inhibition of corepressor binding, % at 3.98 µM. hit rate 0.35% among 360,000. AID 602229;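 active = inhibition above the mean of all tested compounds plus 3 SD, cut at about 70% in these data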;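 also: 0% = DMSO with NR2E3 transfected cells and 100% = cells lacking NR2E3 construct; higher means lower luciferase signal from less NR2E3 corepressor binding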
Target sequence (Q9Y5X4 whole entry, looked up, the tested form may be a part): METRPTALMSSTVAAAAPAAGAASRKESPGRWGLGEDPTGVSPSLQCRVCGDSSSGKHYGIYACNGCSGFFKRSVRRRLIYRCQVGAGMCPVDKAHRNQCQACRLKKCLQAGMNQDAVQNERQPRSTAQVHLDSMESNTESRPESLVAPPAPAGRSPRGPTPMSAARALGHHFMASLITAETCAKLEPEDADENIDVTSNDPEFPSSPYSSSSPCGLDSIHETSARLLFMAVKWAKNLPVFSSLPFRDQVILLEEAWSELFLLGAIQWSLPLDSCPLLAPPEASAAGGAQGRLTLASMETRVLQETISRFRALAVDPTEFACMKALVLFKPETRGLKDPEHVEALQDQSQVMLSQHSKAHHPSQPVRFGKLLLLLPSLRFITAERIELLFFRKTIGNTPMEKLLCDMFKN
MITF TRPM1 inh – MITF TRPM1 promoter inhibition in SK-MEL-5 cells; SK-MEL-5 TRPM1 promoter luciferase, 24 h; inhibition, % at 12.5 µM; hit rate 0.83% among 330,000;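 active = mean inhibition across replicates of 60% or more, whatever share of single replicates reaches that level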; also: values of inactives mirror those of a sister screen read the other way
CF NFkB inh – blocks PAF-induced NF-kB reporter in cystic fibrosis cells. inhibition, % at 5 µM. AID 588850. hit rate 0.86% among 360,000. KKLEB NF-kB-GFP reporter, GFP fluorescence overnight;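 active = at least 50% inhibition at 5 µM, scaled per plate between neutral and stimulator controls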;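 also: PAF is a Pseudomonas aeruginosa culture filtrate used as stimulus; plate controls were PAF-stimulated DMSO wells for no effect and unstimulated DMSO wells for full effect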
hiPSC survival – hiPSC single-cell survival enhancement; AID 602274; hit rate 0.044% among 360,000; survival enhancement, % at 20 µM; ATPlite luminescence; 100% = ROCK inhibitor wells, 0% = DMSO; in the data active = survival enhancement above about 18%;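 also: cells exposed to compounds for 16 hours before the ATP read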
TWEAK-Fn14 inh – inhibitors of TWEAK-Fn14 interaction signaling. TWEAK-stimulated Fn14 reporter cells, luciferase luminescence, 8 h. inhibition, % at 10 µM. hit rate 2% among 360,000; in the data active = inhibition above about 50%
NR2E3 ag-2 – activates human photoreceptor nuclear receptor NR2E3 | hit rate 0.12% among 320,000 | Q9Y5X4 | GST-NR2E3/biotin-RetCOR TR-FRET, 1536-well | inhibition of corepressor binding, % at 4.78 µM | AID 2300;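 active = percent inhibition above the cutoff of mean plus 3 SD of all tested compounds, set per screening campaign, cut at about 20% in these data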;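 also: 0% = DMSO wells and 100% = biotin wells as full block of FRET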
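System: GST-tagged NR2E3 plus biotinylated RetCOR corepressor; Amount: 1.35 nM GST-tagged NR2E3 final; Dosing: single nominal compound dose of 4.8 µM; Schedule: 5 h incubation at 4 °C; Technique: TR-FRET with europium anti-GST and streptavidin-D2, 340 nm excitation; Controls: biotin wells as high control, 0.6% DMSO wells as low control.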
Peg3 prom inh – inhibitors of Peg3 promoter | HeLa PEG-Prom luciferase reporter, luminescence, overnight | inhibition, % at 20 µM | hit rate 1.7% among 360,000 | AID 588405;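 active = inhibition of at least 50% at 20 µM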
aDG glyco up – alpha-DG glycosylation activation. Pro5-aDG cells, alpha-DG glycosylation AlphaScreen (IIH6); 0% Pro5, 100% B10-LARGE cell signal. activation, % at 10 µM. hit rate 0.22% among 360,000;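 active = activation of at least 8% versus controls, or a plate z-score of at least 8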;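 also: Pro5 are CHO cells carrying HIG-tagged alpha-DG that lacks glycosylation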
KKLEB cytotox – counter-screen for CF NF-kB inhibitors: cytotoxicity. activity change (cytotoxicity), % at 5 µM. KKLEB CF airway cells viability, ATPlite luminescence, overnight; active compounds read low; cells stimulated with P. aeruginosa culture filtrate. AID 602141. hit rate 0.36% among 360,000;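 active = corrected activity change at or below -50% at 5 µM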
HIF-2a block – inhibitors of HIF-2a. 786-0 RCC cells HIF-2a reporter, luciferase luminescence, overnight. inhibition, % at 18.8 µM. hit rate 0.72% among 360,000;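 active = inhibition of the luminescence signal of 40% or more relative to plate controls, in a single-dose primary screen at 18.75 µM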
* marks the source's active call; other numbers are inactive results; x = no result given; & = joins results of further samples.

SMILES	Shn3 inh set2	NR2E3 ag-1	MITF TRPM1 inh	CF NFkB inh	hiPSC survival	TWEAK-Fn14 inh	NR2E3 ag-2	Peg3 prom inh	aDG glyco up	KKLEB cytotox	HIF-2a block
CCCCCCCCN1C(=O)[C@H](CC(=O)NCC23CC4CC(CC(C4)C2)C3)C[C@@]2(C(=O)OC)CCCCC=C12	x	-4	x	x	-0.3	8	x	x	-0.1	x	5
Cc1ccccc1CSc1nnc(-c2ccccn2)n1N	-57	-18	-57	-2	-1.9	-25	-2	-32	0.0	3	-120
CCOC(=O)c1ccccc1CN1C(=O)c2ccccc2S1(=O)=O	-2	-9	-10	1	1.0	-1	-1	8	0.0	-7	11
O=C(Nc1ccccc1O)c1ccc(NC(=O)C2CC2)cc1	-258	-84	-53	-27	-0.4	-112	0	-319	1.1	1	-422
CCOC(=O)C1CCCN(C2CC(=O)N(c3ccc(C(C)C)cc3)C2=O)C1 (stereo not drawn)	8	4	9	-18	0.6	6	2	-8	0.0	8	11
O=C(N/N=C/c1cccc(OC(=O)c2cccc(Br)c2)c1)c1cccnc1	-21	-31	-8	-7	1.1	20	x	-5	-0.1	-5	1
Cc1ccc(S(=O)(=O)NC2=NCN(CCOC(=O)c3ccc([N+](=O)[O-])cc3)CN2)cc1	6	22	-3	-7	0.5	-15	3	18	-0.4	0	-2
O=C(Cc1cc(=O)[nH][nH]1)N/N=C/c1c(Cl)cccc1Cl	-20&-12	7&-33	-2&1	7&5	1.7&-0.5	-18&7	3&5	19&26	-0.1&0.0	-11&-9	9&12
Cc1ccc(OCC(=O)Nc2ccc(S(=O)(=O)Nc3ccccn3)cc2)cc1C	-1	-6	7	-4	1.5	-2	14	23	0.0	-22	11
CC1CC(C)CN(C(=O)CSc2nnc(-c3ccco3)o2)C1 (stereo not drawn)	-22	-6	-7	16	0.1	2	2	-2	0.0	-7	-4
Fc1cccc(C2CCCCN2Cc2nc(C3CC3)no2)c1 (stereo not drawn)	-12	-4	7	-8	-0.9	-3	-2	1	0.2	3	-9
CCOC(=O)c1cnc(SCC(=O)Nc2nnc(CC)s2)nc1N	-5	-9	13	-2	2.2	-11	-1	12	0.3	3	3
CCOC(=O)Cc1ccc(Nc2nc(NCc3cccs3)nc3ccsc23)cc1	77	14	x	6	-0.5	65*	x	31	2.7	-16	17
CCOc1nc(Nc2ccccc2)nc(OCC)n1	-1	-23	6	41	-0.6	-5	-2	8	-0.1	-21	-2
C=C(C)COc1ccc(-c2n[nH]c(C)c2-c2ccccc2)c(O)c1	60	8	11	-6	0.4	28	-2	28	0.5	-1	4
CN(C)c1ccc(P(=O)(OCc2ccccc2)C(O)c2ccccc2)cc1 (stereo not drawn)	-10	-35	5	-2	-0.6	0	3	12	0.0	-9	16
CC(=O)N1C[C@@H](CO)[C@@H](N(C)C(=O)c2ccco2)C[C@H]1c1ccccc1	13	-16	x	5	3.2	-4	x	-9	0.2	-5	13
CCN1C[C@@H]2[C@@H]3C(=O)N(Cc4ccccc4)C(=O)[C@@H]3[C@](C)(C1=O)N2C(=O)c1ccc(Cl)cc1	16	-18	5	14	-1.4	-5	x	4	0.1	-3	8
O=C(CN1C(=O)CSc2ccc(S(=O)(=O)N3CCCCC3)cc21)NCc1cccnc1	-22	-11	-1	39	0.8	1	1	6	0.0	-13	13
CCC(C)[C@H](NC(=O)NCc1cccc(OC)c1)C(=O)O (stereo partly drawn)	-1	-18	-13	4	-0.5	46	2	10	-0.2	2	23
Cc1noc(C)c1NC(=O)Nc1cccc2c1O[C@@H](CN(C)C)[C@@H](C)CN([C@H](C)CO)C2=O	0	-42	2	7	-1.9	-12	x	-9	0.1	-2	10
CCN(C[C@H]1N[C@@](C)(C(=O)OC)[C@H]2C(=O)N(Cc3ccccc3)C(=O)[C@@H]12)C(=O)c1ccc(F)cc1	-4	-4	2	-25	1.5	16	x	-7	-0.2	20	8
COc1ccc(C(=O)COc2ncnc3cc(Cl)ccc23)cc1	6	-45	-24	1	-0.5	-11	10	-99	1.3	-1	-114
COc1cc(/C=N/NC(=O)c2ccc(-c3ccccc3)cc2)cc(OC)c1OC	-16	-22	-5	-31	-0.4	-18	3	14	0.1	-7	-1
N#C/C(=C\c1ccncc1)c1nc2c(s1)CCCC2	-95	-15	-29	-6	2.0	-4	0	-169	0.2	0	-122
O=[N+]([O-])c1cc(S(=O)(=O)NC2=NCCCCC2)ccc1NCC1CCCCC1	0	4	-8	6	1.7	6	1	20	0.8	-12	21
N#CC1(NC(=O)CN2C(=O)c3ccc([N+](=O)[O-])cc3C2=O)CCCCC1	-12	-20	-7	8	0.0	-15	0	3	-0.3	-6	6
CC(C)C(=O)Nc1c(-c2ccccc2)c(=O)c2ccccc2n1C	-11	-11	3	-5	0.9	-24	-1	-6	0.1	8	2
COc1cc(C=O)ccc1OCc1c(C)noc1C	-23	-30	6	-26	1.0	-1	1	4	0.4	13	21
O=C(C[n+]1ccc(-c2nnc3n2CCC3)cc1)c1ccc(Cl)c(Cl)c1	10	8	7	18	0.6	-2	-2	-1	-0.2	0	11
O=C(Nc1ccncc1)Nc1cc(Cl)ccc1Cl	21	8	6	6	-0.4	-2	x	4	1.0	7	-34
CC(=O)c1c(NC(=O)c2ccccc2)[nH]c(-c2ccccc2)nc1=S	-17	1	-1	-4	-3.0	8	0	-1	0.1	3	-5
NC(=O)COC(=O)/C=C/c1ccc2ccccc2n1	8	-51	15	3	-1.3	1	1	6	0.2	-10	5
CSc1cccc(NC(=O)CSc2ccccc2)c1	-2	11	-23	-12	0.6	-23	0	-99	-0.3	6	-147
O=C(N/N=C/c1ccco1)c1cccc(NC(=O)c2ccccc2Cl)c1	9	-6	-4	18	-0.4	12	2	-19	0.0	-1	-7
CCN1CCN(CCC(=O)Nc2cccc(OC)c2)CC1	13	13	19	-3	4.6	19	6	15	0.5	-2	10
S=C(NC1CC2CCC1C2)N1CCN(c2cccc(Cl)c2)CC1 (stereo not drawn)	6	-29	4	-3	-0.9	3	-1	-6	1.6	-10	3
Cc1noc(C)c1C(=O)NC(C)c1ccc2c(c1)OCO2 (stereo not drawn)	7	-21	16	-7	3.6	-13	-1	2	-0.1	9	-18
CC(c1ccccc1)C(NC(=O)OCC1c2ccccc2-c2ccccc21)C(=O)O (stereo not drawn)	-13	-52	5	-26	3.6	-17	3	-8	0.5	2	7
CN(Cc1ccccc1)C(=O)c1ccc(NC(=O)Cc2cccc(NC(=O)C3CCN(C(=O)C4CCC4)CC3)c2)cc1	8	18	8	4	0.1	-13	4	8	0.1	7	9
COc1ccc(N2CCN(S(=O)(=O)c3ccc4c(c3)NC(=O)C(C)C(=O)N4)CC2)cc1 (stereo not drawn)	14	-15	x	5	4.7	-39	1	-6	-0.1	-5	2
Cc1[nH]c2ccccc2c1/C=C(/C#N)C(=O)NC(C)C	5	5	8	7	5.4	-6	-1	-35	0.2	-5	-4
CCOC(=O)CC1COc2ccccc2N1C(=O)c1cccc([N+](=O)[O-])c1 (stereo not drawn)	-1	-15	10	11	-0.6	15	-4	10	0.1	4	3
CC(C)(C)OC(=O)N1CCc2onc(-c3ccc([N+](=O)[O-])cc3)c2C1=O	4	-27	x	-32	4.5	-17	x	-24	0.1	2	-15
Cc1nc2[nH]c(=O)n(O)c(=O)c2s1	-19	24	-1	-4	0.7	13	x	4	0.0	0	3
C=CCNC(=O)/C(=C\c1cccc([N+](=O)[O-])c1)NC(=O)c1ccccc1	-13	3	17	7	-1.2	9	1	-4	-0.1	2	8
COc1cc(N2N=C(c3ccccc3)CC2c2ccccc2)c(C=O)cc1C=O (stereo not drawn)	27	4	8	22	-0.1	19	4	27	0.1	-2	21
Cc1cc(C)cc(NC(=O)CSc2nnc(-c3ccccc3Br)o2)c1	-17	-17	-10	-24	0.0	-13	1	-75	0.6	-2	-116

Some values from the results shown.
COc1cc(N2N=C(c3ccccc3)CC2c2ccccc2)c(C=O)cc1C=O (stereo not drawn) | aDG glyco up = 0.1
Cc1cc(C)cc(NC(=O)CSc2nnc(-c3ccccc3Br)o2)c1 | NR2E3 ag-1 = -17

More records follow:
SMILES	Shn3 inh set2	NR2E3 ag-1	MITF TRPM1 inh	CF NFkB inh	hiPSC survival	TWEAK-Fn14 inh	NR2E3 ag-2	Peg3 prom inh	aDG glyco up	KKLEB cytotox	HIF-2a block
CN(C)CCNc1ncnc2c1ncn2[C@H]1CN(Cc2cccnc2)C[C@@H](CO)O1	-5	-16	x	4	0.2	-2	x	9	0.1	12	1
Cc1ccc(C(NC(=O)c2ccccc2S(C)(=O)=O)c2ccccc2)cc1 (stereo not drawn)	24	-9	-10	-1	0.0	-3	2	12	0.1	5	12
CCOc1ccc(C(=O)NNC(=O)CN2C(=O)NC3(CCCC3)C2=O)cc1	5	9	-4	-25	-0.1	2	4	-9	0.1	20	-9
COc1cccc(C(=O)NC2CCN(CC(=O)NCc3ccccc3OC)CC2)c1	1	3	6	6	11	-7	-2	10	0.1	13	9
O=C(Nc1ccc(F)cc1)Nc1cnccn1	-4	2	-6	-10	0.3	0	-1	-9	0.0	2	-4
CNC(=O)Nc1ccc(S(N)(=O)=O)cc1	-8	-24	-9	16	-0.6	15	-4	-1	0.1	-2	0
COc1cccc2c(C)c(C(=O)O)[nH]c12	23	-16	47	-10	1.2	74*	3	-14	-0.3	2	47*
O=C(NC1=CC(=O)c2ccccc2C1=O)c1ccccc1	94*	52	94*	85*	-4.5	68*	x	106*	-0.6	-98*	93*
Nc1cccc(C(=O)Nc2ccco2)c1	-5	-29	2	-11	5.9	-9	-3	0	-0.1	-4	-8
O=C(CCCl)Nc1nc2c(s1)CCc1ccccc1-2	58	6	29	-8	-0.4	3	1	55*	-0.2	-38	-34
CC(=O)N1CCN(CC(=O)Nc2cc(S(=O)(=O)N3CCCCC3)ccc2C)CC1	0	-25	-2	7	0.0	12	x	-2	1.6	-27	1
COc1ccc(NS(=O)(=O)c2ccc(O)c(C(=O)OCC(=O)N3CC(C)OC(C)C3)c2)cc1 (stereo not drawn)	1	-14	-2	3	-0.9	-10	1	14	-0.2	4	5
COc1ccc(NC(=S)N2CCCC(c3nc4ccc(C)cc4[nH]3)C2)c(OC)c1 (stereo not drawn)	11	-16	2	-2	-1.5	-5	1	0	0.3	2	4
CCOC(=O)c1sc2nc(C)nc(Nc3ccccc3)c2c1C	13	-7	14	-17	1.9	-12	3	7	0.0	5	-3

Some of the entries above, set out differently.
canonical_smiles | Shn3 inh set2 | NR2E3 ag-1 | MITF TRPM1 inh | CF NFkB inh | hiPSC survival | TWEAK-Fn14 inh | NR2E3 ag-2 | Peg3 prom inh | aDG glyco up | KKLEB cytotox | HIF-2a block
COc1ccc(NS(=O)(=O)c2ccc(O)c(C(=O)OCC(=O)N3CC(C)OC(C)C3)c2)cc1 (stereo not drawn) | 1 | -14 | -2 | 3 | -0.9 | -10 | 1 | 14 | -0.2 | 4 | 5
COc1cccc2c(C)c(C(=O)O)[nH]c12 | 23 | -16 | 47 | -10 | 1.2 | 74* | 3 | -14 | -0.3 | 2 | 47*
